High-throughput results as filed in PubChem.
pAkt inh: Akt phosphorylation inhibition | Neuro2A IGF-stimulated pAkt S473 HTRF, 20 min; stronger effect = lower value | activity change, % for hits at 50 µM | actives 0.32% (n = 360,000); in the data active = activity change below about -80%; inconclusive = mostly about -51% to -80%; also: % is scaled to controls: 0 for no effect and ±100 for the full control effect
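Single-point screen (50 µM final compound) in Neuro2A cells stimulated 20 min with 6 nM IGF at 37 deg C. After lysis, Ser473-phosphorylated Akt read by HTRF (ex 330 nm, em 615/665 nm) as the 665/615 ratio.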
aSyn yeast inh: inhibitors of alpha-synuclein toxicity in yeast; Yeast expressing alpha-synuclein, growth rescue, BacTiter-Glo, 24 h; actives 0.14% (n = 370,000); Potency, µM (top dose mostly 46.1 µM), inactives show at the top dose growth rescue (activation), most hits filed as activators; also: potency is read from the fitted curve at half-maximal effect; % of control where 0% means no effect; nearly all actives have a fitted effect of over 65% in size
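Rescue of yeast growth: cells expressing toxic alpha-synuclein, induced in galactose at OD600 0.02, incubated with compound 24 h at 30 C. ATP luminescence quantified growth; inhibitors of toxicity appear as activators.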
GLP1R cytotox: cytotoxic in the GLP-1 receptor inverse agonist counter-screen; actives 0.13% (n = 410,000); Potency, µM (doses to about 38.3 µM), inactives show top-dose activity change, negative = inhibition, usual class: inhibitors; HEK293 cAMP-luciferase reporter cells, luminescence, 24 h;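 also: loss of luciferase light is scored as toxicity; potency is read from the fitted curve at half-maximal effect; % is scaled to controls: 0 for no effect and ±100 for the full control effect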
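Seeding density was 200 cells/uL; after overnight-length (12 h) culture, 23 nL compounds went on for 24 h at 37 °C. Readout used a luciferase detection reagent, luminescence taken after 12 min at room temperature.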
TDP43 rescue: rescues yeast growth from TDP-43 toxicity. AID 652104. TDP-43 expressing yeast growth rescue, BacTiter-Glo, 24 h. Potency, µM (doses to about 46.1 µM), inactives show at the highest dose growth rescue (activation), hits mostly activators. actives 1.8% (n = 410,000); also: potency is read from the fitted curve at half-maximal effect; % of control where 0% means no effect; nearly all actives have a fitted effect of over 50% in size
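In this qHTS, compounds that restore growth of yeast expressing TDP-43 appear as activators. Cells (OD600=0.02, galactose medium, raffinose-pregrown) are incubated with compound 24 hr at 30 deg C and growth is quantified by BacTiter-Glo.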
Abeta rescue: A-beta toxicity reversal in yeast | Potency, µM (top dose mostly 46.1 µM), without a hit: top-dose growth rescue, most hits filed as activators | actives 0.063% (n = 410,000) | yeast expressing A-beta42, growth rescue, OD600, 48 h; response scale: 0% DMSO, 100% iron-clioquinol control; also: potency is read from the fitted curve at half-maximal effect; nearly all actives have a fitted effect of over 55% in size
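Growth rescue measured by 600 nm absorbance after 48 h yeast culture at 30 C with compound. Values normalized between DMSO and an equimolar ferric chloride plus clioquinol control.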
GLP1R inv ag: GLP-1 receptor (human) inverse agonism; P43220; HEK293 GLP-1R CRE-luciferase, luminescence, 24 h; GLP-1R form is constitutively active; Potency, µM (titrated, usually from 38.3 µM), without a hit: at the top dose activity change, negative = inhibition, hits mostly inhibitors; actives 1.6% (n = 410,000); AID 624417; also: potency is read from the fitted curve at half-maximal effect; % is scaled to controls: 0 for no effect and ±100 for the full control effect; nearly all actives have a fitted effect of over 55% in size
Target sequence (P43220 whole entry, looked up): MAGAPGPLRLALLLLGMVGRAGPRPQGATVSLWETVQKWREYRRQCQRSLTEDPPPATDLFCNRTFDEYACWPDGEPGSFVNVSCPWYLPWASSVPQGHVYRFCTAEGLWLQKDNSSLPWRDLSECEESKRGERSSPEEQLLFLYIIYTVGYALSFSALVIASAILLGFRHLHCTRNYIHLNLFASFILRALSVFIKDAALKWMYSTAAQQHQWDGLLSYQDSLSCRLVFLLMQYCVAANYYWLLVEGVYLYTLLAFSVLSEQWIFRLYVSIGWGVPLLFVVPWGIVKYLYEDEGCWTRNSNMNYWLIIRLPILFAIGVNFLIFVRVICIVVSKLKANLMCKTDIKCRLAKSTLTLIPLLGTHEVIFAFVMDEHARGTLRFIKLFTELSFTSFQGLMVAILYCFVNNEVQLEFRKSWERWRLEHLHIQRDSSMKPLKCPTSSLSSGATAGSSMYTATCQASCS
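Readout was luciferase luminescence, measured 12 min after detection reagent at room temperature. Beforehand, GLP-1R reporter HEK293 cells had sat 12 h, then received compounds for 24 hr at 37 deg C.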
FUS yeast rescue: FUS proteinopathy suppression in yeast | Potency, µM (top dose mostly 76.6 µM), for the others: at the top dose growth rescue (activation), hits mostly activators | actives 0.24% (n = 390,000) | S. cerevisiae FUS-expressing, growth rescue, OD600, 24 h;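 also: potency is read from the fitted curve at half-maximal effect; plate controls were DMSO vehicle for no effect and reference control for full effect; nearly all actives have a fitted effect of over 55% in size; some results filed as inactive show a strong effect at the top dose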
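FUS-expressing yeast, raffinose-pregrown, induced in 2% galactose minimal medium at OD 0.005; compounds in a dilution series, 24hr at 30C. Growth restoration read as absorbance at 600 nm. CP55940 positive control, DMSO negative.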
Mm-Cpn inhibitor: inhibitors of Methanococcus maripaludis chaperonin (MmCpn) | purified Mm-Cpn ATPase, ADP Transcreener TR-FRET | Potency, µM (titrated, usually from 76.9 µM), for inactives: at the top dose activity, negative = inhibition, most hits filed as inhibitors | actives 0.031% (n = 330,000); also: potency is read from the fitted curve at half-maximal effect; % is scaled to controls: 0 for no effect and ±100 for the full control effect; nearly all actives have a fitted effect of over 80% in size
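Compound-treated chaperonin, 25 nM final, turns over 10 uM ATP at 37°C for 30 min following a 10 min preincubation; ADP generated competes with ADP-d2 for Eu-cryptate antibody, lowering FRET.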
PTHR1 agonist: activates the human parathyroid hormone receptor PTHR1; Potency, µM (top dose mostly 115 µM), for the others: top-dose activation, hits mostly activators; HEK293 GP2 PTHR1 cells, GloSensor cAMP luminescence, 1 h; actives 0.075% (n = 410,000); Q03431; also: potency is read from the fitted curve at half-maximal effect; nearly all actives have a fitted effect of over 55% in size; some results filed as inactive show a strong effect at the top dose; inactives centre near -15; many of its hits are not listed in these tables
Target sequence (Q03431 whole entry, looked up): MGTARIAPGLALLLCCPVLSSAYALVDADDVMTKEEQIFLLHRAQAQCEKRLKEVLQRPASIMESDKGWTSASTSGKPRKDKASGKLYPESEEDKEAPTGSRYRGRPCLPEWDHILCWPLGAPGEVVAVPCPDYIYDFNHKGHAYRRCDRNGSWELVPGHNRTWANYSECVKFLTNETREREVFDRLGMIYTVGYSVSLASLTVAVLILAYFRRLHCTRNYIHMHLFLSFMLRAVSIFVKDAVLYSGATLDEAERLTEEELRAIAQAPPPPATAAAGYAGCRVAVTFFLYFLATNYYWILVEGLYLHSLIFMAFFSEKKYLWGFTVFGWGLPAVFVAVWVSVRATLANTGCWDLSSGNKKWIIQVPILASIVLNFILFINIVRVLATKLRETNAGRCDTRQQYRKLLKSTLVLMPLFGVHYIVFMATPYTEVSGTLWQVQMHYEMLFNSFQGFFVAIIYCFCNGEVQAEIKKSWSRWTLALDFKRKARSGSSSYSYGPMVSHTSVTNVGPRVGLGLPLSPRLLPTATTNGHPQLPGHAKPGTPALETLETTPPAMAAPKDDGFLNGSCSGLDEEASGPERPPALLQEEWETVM
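HEK-293-derived GP2 cells expressing PTHR1 and a GloSensor cAMP reporter, 3,000/well, plated overnight, given luciferin plus IBMX (each 0.5 mM as added) for 1 h at 37 °C, then compound for 1 h at 37 °C. Luminescence was read after 15 min at room temperature.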
Active calls of the source: *; i = inactive; ? = inconclusive; / = not tested or not shown; [ ] = another dose, or the depositor's remark. Unless noted, calls follow the shape of the dose curve; as a rule, active = well fitted curve in the direction sought with a large enough effect; inconclusive = small, poorly fitted or top-dose-only effect, or another doubt; inactive = no such curve, though single readings can be large; an effect the other way counts as inactive or inconclusive. Only part of the results is shown. The share of hits here may be higher or lower than overall.

SMILES | pAkt inh | aSyn yeast inh | GLP1R cytotox | TDP43 rescue | Abeta rescue | GLP1R inv ag | FUS yeast rescue | Mm-Cpn inhibitor | PTHR1 agonist
COC(CNC(=O)c1ccc(N2CCC3(CC2)OCCO3)c([N+](=O)[O-])c1)OC | i | 0.3% | -11.4% | 0.0% | 6.1% | 9.8% | / | -0.1% | -23.0%
Cc1occc1C(=O)NC(C)C12CC3CC(CC(C3)C1)C2 (stereo not given) | i | -46.4%[inhibitor] | -3.1% | -63.6%[inhibitor] | -84.6%[inhibitor] | ? | 15.2% | -3.1% | i
COc1ccccc1Cc1nc2ccccc2nc1SCC(=O)Nc1cccc(Cl)c1C | / | / | 11.8% | 7.9% | -11.1% | 13.6% | -7.2% | / | 1.9%
Cc1cc(Cl)cc(Cl)c1OCCCCN(C)C | i | 5.0% | 3.7% | -17.7% | 5.9% | ? | / | 1.1% | 26.0%
COCCc1nn2c(=O)cc(COC(=O)c3ccc(Br)cc3)nc2s1 | / | / | -15.1% | -46.5%[inhibitor] | -18.1% | -2.4% | -17.7% | / | -18.2%
COc1ccc(C)cc1-n1ccn(CC(=O)Nc2ccc(Br)cc2F)c(=O)c1=O | i | -7.3% | -14.2% | 17.0% | -9.8% | -5.5% | -8.3% | 2.2% | -10.6%
CCn1c(=S)[nH]c2cc(C(=O)OC)ccc2c1=O | i | -0.1% | 13.1% | -2.5% | -6.3% | 17.5% | 3.7% | 2.1% | -4.8%[57.5 µM]
COc1ccc(C2C=C(Nc3ccccc3)C(=O)N2c2ccccc2)cc1OC (stereo not given) | i | 15.5% | -4.1% | 17.1% | 22.0% | 0.2% | 24.5% | -2.4% | i
Cc1ccc2ncc3c(-c4ccc(F)cc4)nn(CC(=O)Nc4ccccc4C)c3c2c1 | / | / | 9.6% | ? | -16.9% | 0.3% | -15.9% | / | -32.2%
CCSCc1nc(N)nc(NCCc2ccccc2)n1 | i | 0.7% | -8.8% | 2.4% | 13.3% | 51.4%[activator] | -18.5% | 1.1% | i
Nc1nonc1NC(=O)CSc1nc2ccccc2s1 | i | -4.5% | 4.3% | 25.0% | 0.6% | 6.4% | 8.9% | / | i
COCCNC(=S)Nc1ccc2[nH]c(=O)[nH]c2c1 | i | -0.7% | -5.3% | 4.3% | 11.7% | 3.3% | -26.0% | -0.6% | i
COc1cc(F)ccc1S(=O)(=O)NCc1cccnc1 | i | -1.0% | 3.4% | 0.0% | -6.9% | 0.4% | -27.6% | 2.4% | i
NC(c1ccccc1)c1csc(NC(=O)Nc2ccc(OC(F)(F)F)cc2)n1 (stereo not given) | i | -19.9% | -4.6% | 24.2% | 4.3% | -66.0% | 29.8% | / | -15.0%
CC1CN/C(=C\C(=O)c2ccc(Cl)cc2)C(=O)N1 (stereo not given) | i | -7.1% | -16.6% | 4.9% | 7.2% | 0.0% | 8.2% | -0.8% | -10.5%[57.5 µM]
CCCC(=O)Nc1ccccc1-c1nnn(CC(=O)Nc2ccc(OC)cc2)n1 | i | -1.7% | -3.4% | 12.8% | -6.2% | ? | 9.4% | -0.5% | i
Cc1cc(C)c(S(=O)(=O)NCc2cccnc2)c(C)c1 | i | 0.7% | -7.8% | 13.4% | -17.5% | 0.8% | -18.8% | -0.1% | i
O=c1[nH]c(C2CCN(S(=O)(=O)c3ccc(S(=O)(=O)NC4CC4)cc3)CC2)nc2c1nnn2Cc1ccccc1 | i | 0.3% | -16.1% | -1.3% | -0.2% | ? | 3.3% | -1.4% | -3.6%
CCOc1ccccc1N(C)C(=O)c1cc2c(s1)-c1ccccc1OC2 | / | / | 0.4% | 6.6%[9.22 µM] | 12.6% | ? | 32.7% | / | i
O=C(Nc1ccc(F)cc1)N(Cc1ccco1)Cc1cc2cc3c(cc2[nH]c1=O)OCO3 | i | 0.3% | 1.7% | -16.7% | -4.9% | 0.3% | -3.4% | 1.1% | -74.6%[inhibitor][57.5 µM]
Cc1cc(NC(=O)c2cc(-c3ccc(C)c(C)c3)nc3ccccc23)no1 | i | -16.0% | 17.9% | -3.3% | -11.9% | 10.3% | 9.3% | -18.2% | -1.2%
CCOC(=O)C(=O)N(Nc1ccccc1C)c1ccccc1C | i | 7.7% | -9.3% | -5.0% | -4.8% | ? | -14.1% | -2.6% | i
Cc1cc(N2CCCCC2)ccc1[N+](=O)[O-] | i | 7.7% | -1.9% | -0.1% | -10.1% | 13.0% | / | -0.2% | i
CC1(C)Cn2c(nnc2-c2cccc(O)c2)S1 | i | 1.0% | -14.4% | -17.2% | -8.8% | 1.7% | 18.9% | 0.7% | -19.7%
Cc1ccc(CNC(=O)CCCc2cn(C)c3ccccc23)cc1 | i | 1.2% | 0.6% | 9.4% | 13.3% | -27.2% | -29.2% | 1.0% | -22.2%
Cc1c(C(N)=O)c(N)c(C(=O)c2ccccc2)n1-c1ccccc1 | i | -5.5% | 4.6% | -5.1% | 0.0% | -2.8% | 23.1% | -0.2% | 4.9%[57.5 µM]
CCc1nnc(NC(=O)CSc2ccc(-c3ccc(C)cc3)nn2)s1 | i | 0.6% | -7.2%[0.307 µM] | -17.9% | 7.2% | 12.5%[0.307 µM] | 1.7% | 3.1% | -1.2%
O=[N+]([O-])c1nn(-c2ccccc2)[n+]([O-])c1N1CCN(c2ccccc2)CC1 | i | 0.8% | 0.4% | 5.0% | -11.7% | 13.3% | 11.0% | 0.6% | -8.1%
CN(c1ccccc1C(=O)Nc1ccc(S(=O)(=O)N2CCOCC2)cc1)S(=O)(=O)c1ccccc1 | i | -4.1% | 5.6% | -0.4% | 15.5% | 1.2% | 23.4% | 1.9% | i
O=C(COC(=O)c1cc(=O)c2ccccc2o1)Nc1ccc2ccccc2c1 | i | -4.7% | -13.5% | 20.2% | 6.9% | -13.5% | / | 1.6% | -9.9%
Cc1ccc(C(=O)N/C(=C\c2cccc([N+](=O)[O-])c2)C(=O)NCc2ccncc2)cc1 | i | 2.5% | -12.7% | 13.9% | 10.7% | 15.1% | 5.2% | 0.4% | -44.0%[inhibitor]
CCCCn1c(N)c(N(CC(C)C)C(=O)c2cc(S(=O)(=O)N3CCCCC3)ccc2C)c(=O)[nH]c1=O | i | 0.0% | -10.5% | -11.9% | -2.4% | -3.4% | -1.3% | 0.9% | i
CCCCCCn1c(N2CCN(c3cccc(Cl)c3)CC2)nc2c1c(=O)[nH]c(=O)n2C | i | -10.5% | -12.6% | -12.7% | -4.4% | 9.4% | 26.1% | 0.9% | i
Cc1nc(C)c(C(=O)Nc2cccc(C)c2C)s1 | i | 4.4% | 2.0% | 10.7% | 8.6% | 12.5% | -10.8% | 3.5% | i
Cc1ccc[n+](CC(=O)Nc2ccc([N+](=O)[O-])cc2Cl)c1 | i | 1.0% | -11.0% | 14.1% | 2.6% | -6.6% | -19.5% | 1.4% | -12.2%[57.5 µM]
COc1ccccc1OCC(=O)NCC1CCCCC1 | i | -3.8% | 26.4% | 6.6% | -23.5% | -7.5% | 27.8% | -1.5% | -7.0%[57.5 µM]
O=C(c1cc(-c2ccccc2)nn1-c1ccccc1)N1CCN(S(=O)(=O)c2cccc(F)c2)CC1 | i | 1.3% | 0.3% | -9.6% | 8.3% | 1.7% | -1.6% | -1.7% | i
NC(=O)CSc1nc(C23CC4CC(CC(C4)C2)C3)nc2ccccc12 | i | 11.4% | -6.2% | 5.6% | 9.3% | ? | -11.1% | -1.7% | -43.0%
Cc1ccc(NC(=O)c2ccc(NC(=O)N3CCSc4ncccc43)cc2)c(Cl)c1 | / | / | -7.4% | 12.2% | 13.7% | -16.3% | 0.6% | / | -27.5%
NC(=O)c1ccc(NC(=O)COC(=O)CCN2C(=O)c3ccccc3C2=O)cc1 | i | 6.5% | -22.6% | 15.5% | 5.5% | 3.5% | / | -1.1% | i
COc1ccc(CN2C(=O)C(CC(=O)NCCN3CCOCC3)CC(C(=O)N3CCCCCC3)=C2C)cc1 (stereo not given) | i | -3.0% | 3.7% | -15.7% | -14.3% | 5.6% | -17.8% | / | -3.7%
Cc1csc(NC(=O)Cn2cnnn2)n1 | i | -15.7% | -6.0% | 7.5% | 3.9% | -2.2% | -13.4% | -0.7% | -23.4%[57.5 µM]
Cc1ccc(NC(=O)C(Cc2ccccc2)NS(=O)(=O)c2cccc3nsnc23)c(C)c1 (stereo not given) | / | / | 1.1% | -5.8% | -13.7% | -24.4% | -15.7% | / | -15.4%
Cc1ccc(S(=O)(=O)NNC(=O)C2Cc3c(ccc4ccccc34)O2)cc1 (stereo not given) | i | 9.5% | -12.3% | 8.3% | 10.5% | -2.9% | 20.2% | -0.8% | -14.0%[57.5 µM]
CCOc1ccc2c(c1)C(c1ccc(C)o1)=NNC(c1ccncc1)=N2 | i | -5.5% | -9.3% | -12.2%[9.22 µM] | 12.3% | 6.8% | 29.1% | 0.6% | i
O=C(CC1(CC(=O)N2CCOCC2)CCCC1)Nc1ccccc1 | i | -1.2%[1.84 µM] | -4.1% | 8.3% | 4.7% | -14.3% | -3.9% | 1.1% | i
